Bioassay records deposited in PubChem by several laboratories.
PTK2B oligo ant: antagonists of Pyk2 self-association, primary screen, Q293 cells, FERM NanoBiT luminescence, HTS | Protein-tyrosine kinase 2-beta (Homo sapiens), Q14289 | stronger effect = lower value | z-score (the deposit names both 25 µM and 10 µM) | 99,000 compounds, 0.83% hits;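 active = Z-score of -3 or lower, scaled per plate to the spread of control and sample wells; inactive = z-score above -3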;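 also: negative z-score means lost luminescence so less FERM oligomerization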
Target sequence (Q14289 whole entry, looked up): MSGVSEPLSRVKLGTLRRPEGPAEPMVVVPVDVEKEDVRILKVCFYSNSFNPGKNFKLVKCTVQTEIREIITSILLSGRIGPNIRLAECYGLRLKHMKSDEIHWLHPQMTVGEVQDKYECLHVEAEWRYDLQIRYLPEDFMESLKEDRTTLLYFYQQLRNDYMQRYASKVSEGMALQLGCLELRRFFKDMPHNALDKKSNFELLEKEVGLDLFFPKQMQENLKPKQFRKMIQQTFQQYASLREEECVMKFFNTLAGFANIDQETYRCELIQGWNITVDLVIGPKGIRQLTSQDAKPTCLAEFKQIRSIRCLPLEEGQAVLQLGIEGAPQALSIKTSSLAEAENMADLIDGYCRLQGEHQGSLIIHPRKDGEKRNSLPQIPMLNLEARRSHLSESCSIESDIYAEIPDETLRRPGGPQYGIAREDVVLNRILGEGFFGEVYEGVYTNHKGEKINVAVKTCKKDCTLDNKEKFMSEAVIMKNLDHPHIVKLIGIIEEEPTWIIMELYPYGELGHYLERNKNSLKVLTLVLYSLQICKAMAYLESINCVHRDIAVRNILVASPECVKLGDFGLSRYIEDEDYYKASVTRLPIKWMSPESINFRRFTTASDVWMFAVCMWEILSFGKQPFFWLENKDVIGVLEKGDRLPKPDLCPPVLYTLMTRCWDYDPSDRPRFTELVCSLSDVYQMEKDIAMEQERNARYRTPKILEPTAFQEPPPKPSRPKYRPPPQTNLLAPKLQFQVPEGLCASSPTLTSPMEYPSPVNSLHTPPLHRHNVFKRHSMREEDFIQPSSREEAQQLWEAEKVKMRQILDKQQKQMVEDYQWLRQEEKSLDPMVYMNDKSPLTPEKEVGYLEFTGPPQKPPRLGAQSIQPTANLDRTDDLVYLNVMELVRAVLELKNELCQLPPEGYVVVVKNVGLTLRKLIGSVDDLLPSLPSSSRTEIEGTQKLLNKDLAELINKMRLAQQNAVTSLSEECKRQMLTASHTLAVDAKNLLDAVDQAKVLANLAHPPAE
HIV Rev-RRE inh: HIV-1 Rev-RRE binding inhibitors, primary screen, biochemical, FRET, protein-RNA interaction; P05866; Rev peptide-RRE RNA binding; inhibition, % at 8 µM; 97,000 compounds, 0.79% hits; AID 704, 2007;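 active = inhibition above the screen-wide mean plus 3 SD, cut at about 35% in these data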;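 also: 0% = median DMSO wells and 100% = median Neomycin B control wells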
Target sequence (P05866 whole entry, looked up): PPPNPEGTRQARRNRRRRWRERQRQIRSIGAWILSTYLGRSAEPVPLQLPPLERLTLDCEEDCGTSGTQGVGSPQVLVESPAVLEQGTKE
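Test system: labelled RRE RNA duplex and labelled Rev peptide. Times: 5 min compound–RNA preincubation, then 15 min with peptide, 25 °C. Doses: single-dose 8 µM. Measured by: FRET, excitation 480 nm, emission 540 nm donor and 671 nm acceptor. Measure: % inhibition of FRET ratio versus controls.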
Plk1 PBD FP: Plk1 polo box domain binding inhibitors, primary screen, biochemical, fluorescence polarization; Serine/threonine-protein kinase PLK1 (Homo sapiens), P53350; Plk1 PBD phosphopeptide binding; inhibition, %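 (tested at about 20 µM)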; 97,000 compounds, 0.13% hits; in the data active = inhibition above about 34%, passing the limit was not always enough
cytoskel mod: modifiers of F-actin cytoskeleton organization, primary screen, imaging, HUVEC, phalloidin staining, high-content imaging | AID 836, 2007 | HUVEC TNFa F-actin phalloidin imaging | inhibition, % at 2 µM | 91,000 compounds, 0.18% hits;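 active = inhibition above the batch mean plus 3 SD and confirmed as a hit by visual image inspection, cut at about 30% in these data, passing the limit was not always enough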; also: strong numbers were not always called active
LYP inh 2: PTPN22 phosphatase inhibitors, primary screen, biochemical, DiFMUP fluorescence, 2 µM. recombinant LYP catalytic domain. inhibition, % at 2 µM. 96,000 compounds, 0.21% hits. AID 640, 2007;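 active = inhibition at 2 µM at or above a set limit, the screen mean plus 3 SD, cut at about 24% in these data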;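 also: 0% = DMSO with enzyme and 100% = enzyme fully blocked by orthovanadate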
PTPN22 act: LYP phosphatase activators, primary screen, biochemical, DiFMUP fluorescence, 2 µM; 96,000 compounds, 0.11% hits; Tyrosine-protein phosphatase non-receptor type 22 (Homo sapiens), Q9Y2R2; activation, % at 2 µM; recombinant LYP; 0 = plate median, 100 = signal doubled;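 active = activation at 2 µM above a set limit, the mean plus 5 SD, cut at about 37% in these data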
EphB4 antag: EphB4-ephrin-B2 interaction antagonists, primary screen, biochemical, TNYL-RAW peptide probe, fluorescence polarization; EphB4 LBD / TNYL-RAW-Alexa532 peptide; AID 720, 2007; inhibition, % at 7 µM; 97,000 compounds, 0.15% hits; Ephrin type-B receptor 4 (Homo sapiens), P54760;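 active = inhibition above the screen-wide mean inhibition plus 3 SD, cut at about 15% in these data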;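 also: 0% = DMSO wells and 100% = excess unlabeled TNYL-RAW peptide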
FAK inh: FAK kinase inhibitors, primary screen, biochemical | Focal adhesion kinase 1 (Homo sapiens), Q05397 | biochemical FAK kinase activity assay | inhibition, %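 (tested at 7 µM)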 | 97,000 compounds, 0.84% hits | AID 727, 2007; in the data active = inhibition above about 19%;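 also: 0% = DMSO and 100% = reference compound high control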
PLK1 inh: human PLK1 kinase inhibitors, primary screen, biochemical, TR-FRET; recombinant PLK1 kinase, TR-FRET peptide phosphorylation; 97,000 compounds, 0.53% hits; inhibition, % at 10 µM;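 active = inhibition of 50% or more in the single-concentration screen; inactive = inhibition below 50%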;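 also: 0% = DMSO max control and 100% = H-89 dihydrochloride min control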
The depositor's hits bear a star; . = not tested or not shown; [ ] = remark or other dose.

SMILES	PTK2B oligo ant	HIV Rev-RRE inh	Plk1 PBD FP	cytoskel mod	LYP inh 2	PTPN22 act	EphB4 antag	FAK inh	PLK1 inh
CC(=O)Nc1cc2c(cc1NC(=O)Cn1nc(-c3ccc4c(c3)OCCO4)ccc1=O)OCCO2	0.71	7	-21	3	-3	1	4	-1	2
COc1cccc(C(=O)NC(Cc2ccccc2)c2ccc3c(c2)OCCCO3)c1 (stereo not given)	-0.65	1	-19	-12	-9	10	-8	-2	-14
N#Cc1ccc(-c2ccccc2)nc1SCC(=O)c1cccc(Cl)c1	-0.7	36	17	-28	-4	7	-10	-5	-16
CN1C(=O)C(O)(c2sc(N)nc2-c2ccccc2)c2ccccc21 (stereo not given)	-2	8	16	-17	-2	-1	7	5	-1
COC(=O)C1C(=O)N2CCCSC2=C(C#N)C1c1cccs1 (stereo not given)	0.47	6	-9	-20	2	-5	4	5	-13
CCOc1ccc(S(=O)(=O)NCCSc2ccccc2)cc1	-0.8	25	6	.	-4	5	0	1	-7
COc1ccc(Cl)cc1NC(=O)CCCN1C(=O)CCC1=O	0.33	4	-3	6	-5	7	-5	-1	-4
Cc1onc(-c2ccccc2)c1C(=O)Nc1nc2c(s1)C(=O)CC(C)(C)C2	-3.8*	2	7	30	13	-11	2	9	-14
CC(C)CC(=O)Nc1ccc(-c2cn3ccsc3n2)cc1	-1.6	1	10	19	5	-9	-4	0	-14
CC(CN1CCCC1)OC(=O)COc1ccccc1 (stereo not given)	-0.38	11	17	12	1	0	12	3	-6

Three entries from above, ordered by the number in cytoskel mod, largest number first:
| structure | cytoskel mod |
| --- | --- |
| COc1ccc(Cl)cc1NC(=O)CCCN1C(=O)CCC1=O | 6 |
| CC(=O)Nc1cc2c(cc1NC(=O)Cn1nc(-c3ccc4c(c3)OCCO4)ccc1=O)OCCO2 | 3 |
| N#Cc1ccc(-c2ccccc2)nc1SCC(=O)c1cccc(Cl)c1 | -28 |

(cont.)
SMILES	PTK2B oligo ant	HIV Rev-RRE inh	Plk1 PBD FP	cytoskel mod	LYP inh 2	PTPN22 act	EphB4 antag	FAK inh	PLK1 inh
CCOc1ccc(C(CC(=O)O)NC(=O)c2ccco2)cc1OC (stereo not given)	0.28	4	16	4	-16	15	-2	-1	-14
COc1ccc(C(=O)Oc2c(CN3CCOCC3)cc(Cl)c3cccnc23)cc1	-0.23	10	-23	-28	-2	0	4	-2	-1
CCN(CC)S(=O)(=O)c1ccc(NC(=O)c2ccc(CN3CCOCC3)cc2)cc1	-0.66	12	-17	-11	3	-3	0	2	-7
O=C1CC(Sc2nnnn2-c2ccccc2)C(=O)N1c1cccc(Cl)c1 (stereo not given)	-0.02	1	8	-24	-12	16	-4	-4	-6
CCCCn1c(N)c(Sc2ccc(Cl)cc2)c(=O)[nH]c1=O	-1.3	3	-33	.	3	1	6	-1	-3
O=C(CCSCc1ccccc1Cl)N1CCN(c2cccc(Cl)c2)CC1	-0.19	8	-5	5	20	-18	6	2	-8
O=C(NCc1cccc(Cl)c1)c1ccc2c(c1)OCO2	-0.48	3	3	-11	-11	5	0	4	0
COC(=O)c1[nH]c2ccc(Cl)cc2c1NC(=O)Oc1ccccc1	0.02	1	-6	-8	7	-4	10	4	-14
COc1ccc2[nH]c(C(=O)O)c(CCNC(C)=O)c2c1	0.16	7	-17	34	1	-2	8	-4	8
CC1(C)CC(=O)C2=C(C1)OC(N)=C(C#N)C2c1ccc(OC(=O)N2CCOCC2)cc1 (stereo not given)	0.07	-2	2	-7	-22	19	-15	-2	-4
CCCCCCCCc1nnc(NC(=O)c2ccco2)s1	0.18	6	-26	-3	13	-11	3	3	-11
O=C1CC(Cc2ccc(Cl)cc2)C(=O)N1c1ccccn1 (stereo not given)	-0.24	4	25	-7	-9	4	-5	2	-11
CCCN1C(=O)SC(CC(=O)Nc2ccc(C)cc2)C1=O (stereo not given)	-2	-1	-27	-14	0	1	2	1	-9
COc1cc(C)nc(N2CCCC(C(=O)Nc3cccc(Cl)c3Cl)C2)n1 (stereo not given)	0.83	-1	0	-2	-3	0	-12	0	-5
O=C(CSc1nc(-c2ccco2)cc(C(F)(F)F)n1)N1CCSCC1	0.18	6	-12	3	-2	2	4	1	-4
Cc1ccc(-c2csc(NC(=O)c3ccno3)n2)cc1	0.16	14	6	-3	3	0	-5	1	-4
CC(C)Oc1ccc(-c2nn(-c3ccccc3)cc2/C=c2\sc3ncnn3c2=O)cc1	.	-3	6	22	4	-7	-5	-9	-4
O=C(CC1Nc2ccccc2NC1=O)NCCCN1CCCCCC1 (stereo not given)	-0.21	8	-3	24	-7	6	6	1	12
COc1ccc(-c2nc(C#N)c(NCC3CCCO3)o2)cc1OC (stereo not given)	1.1	1	-4	15	-13	13	0	1	-7
COc1cccc(NC(=O)C2CCN(c3ncccn3)CC2)c1	0.74	4	6	-4	-2	-3	-3	3	-10
CCC(Oc1ccccc1)C(=O)Nc1nc2ccccc2[nH]1 (stereo not given)	-1.4	-3	-3	-4	-7	5	-6	0	1
CCC(CC)C(=O)NCCc1cc2ccc(OC)cc2[nH]c1=O	0.03	2	14	.	-5	2	-6	4	-3
CNS(=O)(=O)c1cnccc1N1CCN(c2cccc(Cl)c2)CC1	1.6	9	-4	-1	-2	-1	2	-2	-6
CCN1CCN(CC(=O)Nc2ccc3c(c2)OCCO3)C(=O)C1=O	.	8	-32	.	.	.	2	-4	73*
CCc1nc2ccccc2n1CC(O)COc1ccc(NC(C)=O)cc1 (stereo not given)	-0.72	0	-5	-12	7	-7	-2	1	-6
COC(=O)c1sccc1NC(=O)c1ccc(OC)cc1	-3	3	-11	-8	-11	5	6	-2	-5
COc1cc(NC(=O)c2ccco2)c(OC)cc1NC(=O)CCC(=O)Nc1cc(C)ccc1C	0.09	2	-2	-8	5	-7	8	8	-6
COc1ccc(OC)c(-n2nnnc2SCC(=O)O)c1	0.54	2	7	2	0	2	5	-1	-8
O=C(CSc1nc(Nc2ccccc2)nc(N2CCOCC2)n1)Nc1ccc2c(c1)OCCO2	-0.24	8	3	0	4	-8	3	0	-8
COc1ccc(OC)c(NC(=O)CC2C(=O)NCCN2C(=O)Nc2cccc(Cl)c2)c1 (stereo not given)	0.33	11	8	0	-3	5	-1	-2	4
O=C(CCCn1c(=O)[nH]c2ccsc2c1=O)NCc1cccs1	0.21	11	-4	.	-17	14	7	2	-5
CC[C@@H](C)[C@H](NC(=O)C1CCN(C(=O)[C@@H](NS(=O)(=O)c2ccc(C)cc2)C(C)C)CC1)C(=O)O	0.49	-4	-18	14	-12	10	-8	0	-4
COC(=O)C(C(=O)OC)=C(/C=C/C=C/N(C)C)N(C)C	0.28	8	6	.	-4	1	-10	-7	3
Cc1cc(=O)[nH]c(/N=C(/NC(=O)c2ccccc2)Nc2ccc3c(c2)OCCO3)n1	.	-4	-4	22	-12	6	3	-7	-4
O=C1CC(c2ccc(F)cc2)C2=C(CCCC2=O)N1 (stereo not given)	0.11	10	12	0	6	-7	8	2	-6
CC(C)=CC(=O)N1CCCc2ccccc21	0.46	1	-3	4	9	-10	2	-1	-10
O=C(Oc1ccc2c(c1)OCO2)c1cc2c(s1)CCC2	1.2	-17	26	-15	1	-4	-4	24*	-20
O=C(CSCC(=O)Nc1ccccc1)N/N=C/c1c(O)ccc2ccccc12	0.26	19	-22	20	5	-2	10	0	-22
NC(=O)C1(N2CCCCC2)CCN(CC(=O)Nc2ccc(Oc3ccccc3)cc2)CC1	0.18	7	-7	6	-3	2	-8	1	-12
CCN(CC)S(=O)(=O)c1ccc(C(=O)Nc2ccc(OCC(=O)N3CCOCC3)cc2)cc1	0.09	4	-19	-12	3	-4	-1	-1	-5
Cc1sc(NC(=S)NC(=O)c2ccccc2)c(C#N)c1C	0.98	9	23	-14	2	-3	3	0	4
Cc1cc2c(cc1C)CSC(c1ccc3ccccc3c1O)SC2	-0.58	15	-14	12	-2	4	6	-2	-6
O=C1NC2(CCCCC2)N=C1c1ccc(F)cc1	-0.22	9	13	-37	-7	6	10	6	-3
Cc1ccccc1CS(=O)(=O)Cc1ccc(C(=O)NCc2ccccn2)o1	1.3	13	21	-19	-12	9	5	-1	-5
CCCCOc1ccc(C(=O)Oc2ccc(C)nc2)cc1	3	-3	4	15	-1	2	-5	1	-2
CC1=C(C)NC(=S)SC1	0.34	1	12	-15	-12	11	-6	-4	-9
COc1ccc(-n2c(C)c3c(OC)cccc(=O)c3c2C)cc1	0.37	8	-11	8	7	-4	6	-7	-2
COC(=O)c1ccc(COC(=O)c2ccc(CS(=O)(=O)c3ccc(C)cc3)cc2)cc1	0.57	0	-5	-9	4	-5	-1	5	-3
COC(=O)c1cccc(N(C(=O)c2cnccn2)C(C(=O)NCc2ccccc2)c2ccco2)c1 (stereo not given)	-0.83	1	16	-6	-10	6	-5	0	-12
COCCCNC(=O)Cc1ccccc1OC	0.08	2	-6	.	5	-4	0	-2	6
(continued)
SMILES	PTK2B oligo ant	HIV Rev-RRE inh	Plk1 PBD FP	cytoskel mod	LYP inh 2	PTPN22 act	EphB4 antag	FAK inh	PLK1 inh
Cn1c(SCCOc2ccccc2Cl)nnc1-c1cccs1	0.91	0	-9	2	5	-6	-2	-1	-9
O=C(c1ccccc1Nc1ccc(SC(F)F)cc1)N1CCCCCC1	0.25	12	15	4	6	0	5	6	-4
O=[N+]([O-])c1ccc2nc(/C=C/c3ccc(Cl)cc3)[nH]c2c1	0.36	8	-26	9	18	-16	4	5	-8
CSc1nc(Cl)c(Cc2ccc(OC(C)C)cc2)c(N2CCOCC2)n1	-2.4	9	-25	-10	0	3	1	0	-2
C=CCn1c(SCc2cccc3ccccc23)nnc1-c1cccnc1	-0.5	0	-6	6	0	3	3	-1	-10
CCOc1ccc(N(CC(=O)NC2CCCCCC2)S(=O)(=O)c2c(C)[nH]c(=O)[nH]c2=O)cc1	.	1	6	-9	-4	4	-11	-1	-16
CSC1=N/C(=C\c2ccccc2)C(=O)N1C	0.27	-4	-3	-18	-10	13	7	-3	-13
COc1ccc(F)cc1S(=O)(=O)N1CCCC(C)C1 (stereo not given)	0.28	-4	-7	5	-18	19	-10	0	-4
Cc1nc2sc3c(c2c(=O)o1)CCC3	0	5	26	13	8	-4	2	2	-1
COC(=O)c1c(NC(=O)CC2NCCNC2=O)sc2c1CCCC2 (stereo not given)	0.44	6	3	4	-6	5	8	2	-4
Cc1cc(NC(=O)CCC(=O)N(CC(=O)NC2CCCC2)Cc2ccco2)no1	-0.29	6	-2	-5	-1	0	9	-1	5
O=C(COc1ccc(S(=O)(=O)N2CCCCC2)cc1)N1CCCCCC1	0.92	5	-14	3	5	-5	1	0	-8
Cc1ccccc1-n1c(Cc2cccs2)n[nH]c1=S	-0.73	8	-14	19	8	-3	7	-2	-20
CCOC(=O)SC1=N/C(=C\c2ccc(N(C)C)cc2)C(=O)S1	0.92	101*[fluorescence artefact?]	-91	-5	8	-6	-6	0	-24
Cc1ccc2c(CN3CCCc4ccccc43)cc(=O)oc2c1C	0.38	57*	-3	19	0	-3	2	-8	-19
